Screening data from PubChem BioAssay.
HCV inhibitor = qHTS Assay for Inhibitors of Hepatitis C Virus (HCV); 340,000 compounds, 3.4% hits; Huh7.5.1 HCVcc-Cre infection, luciferase reporter, 44 h; Potency, µM (titrated, usually from 41.8 µM), inactives show at the highest dose activity change, negative = inhibition, most hits filed as inhibitors
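Seed cells (1,000/well) for 4 h; treat with compound and infect with HCVcc-Cre, moi about 0.5. Incubate 44 h, then detect luciferase activity.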
LmPK inh = qHTS Assay for Inhibitors of Leishmania Mexicana Pyruvate Kinase (LmPK) | purified LmPK, Kinase-Glo ATP luminescence, 1 h | Potency, µM (top dose mostly 57.5 µM), without a hit: at the highest dose activity change, negative = inhibition, actives largely listed as inhibitors | Q27686 | 290,000 compounds, 0.37% hits
Target sequence (Q27686 whole entry, looked up): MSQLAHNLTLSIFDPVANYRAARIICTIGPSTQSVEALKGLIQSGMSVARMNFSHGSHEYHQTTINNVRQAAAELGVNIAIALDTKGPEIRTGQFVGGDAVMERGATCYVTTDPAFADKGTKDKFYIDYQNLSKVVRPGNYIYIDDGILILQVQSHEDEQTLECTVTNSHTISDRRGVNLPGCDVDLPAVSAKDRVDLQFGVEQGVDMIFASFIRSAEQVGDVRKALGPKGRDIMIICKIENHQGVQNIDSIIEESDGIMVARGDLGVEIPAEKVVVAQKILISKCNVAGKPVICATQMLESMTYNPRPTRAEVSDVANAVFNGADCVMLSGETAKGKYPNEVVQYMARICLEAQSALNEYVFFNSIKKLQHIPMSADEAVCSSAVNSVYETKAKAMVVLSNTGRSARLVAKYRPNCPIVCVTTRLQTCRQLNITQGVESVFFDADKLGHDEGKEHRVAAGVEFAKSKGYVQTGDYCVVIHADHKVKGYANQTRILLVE
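Purified LmPK (0.1 nM) converted ADP (0.1 mM) to ATP with PEP (0.5 mM) in imidazole buffer pH 7.2 with KCl and MgCl2, 1 h at room temperature. ATP was read by Kinase-Glo luminescence; data normalized to uninhibited and no-enzyme controls.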
Pf growth 96h = Primary qHTS for delayed death inhibitors of the malarial parasite plastid, 96 hour incubation | P. falciparum luciferase reporter growth, 96 h | Potency, µM (doses to about 28.7 µM), for the others: at the top dose activity change, negative = inhibition, actives largely listed as inhibitors | 320,000 compounds, 6.9% hits
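Erythrocytes infected with luciferase-expressing P. falciparum were dispensed at 2% hematocrit and 0.05% parasitemia (final), then incubated with compounds 96 hours at 37 C in 5% CO2. Luminescence after detection reagent addition reported growth.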
Pf growth 48h = Primary qHTS for delayed death inhibitors of the malarial parasite plastid, 48 hour incubation. P. falciparum luciferase growth in erythrocytes, 48 h. 310,000 compounds, 5.9% hits. Potency, µM (titrated, usually from 28.7 µM), for the others: top-dose activity change, negative = inhibition, most hits filed as inhibitors
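Luciferase-expressing parasites in RBCs, 2% Hct / 0.1% parasitemia final; RPMI 1640 + 0.5% Albumax; 37 C, 5% CO2, one generation; luminescence read-out, lower signal = inhibition.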
Sm TGR inh = qHTS Assay for the Inhibitors of Schistosoma Mansoni Peroxiredoxins. Potency, µM (highest dose often 114 µM), inactives show at the top dose activity change, negative = inhibition, actives largely listed as inhibitors. 360,000 compounds, 3% hits. Schistosoma mansoni thioredoxin glutathione reductase (TGR), Q962Y6. AID 485364, 2010. purified TGR, DTNB reduction, TNB absorbance 405 nm; note: nearly all actives have a fitted effect of over 60% in size
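First, TGR (20 nM dispensed) and NADPH were mixed with compound. Second, a 15 min room-temperature incubation followed. Third, further NADPH and then DTNB were added to start the reaction. Finally, TNB absorbance was monitored kinetically.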
TbPYK inhibitor = qHTS of Trypanosoma Brucei Inhibitors | Potency, µM (top dose mostly 76.8 µM), for inactives: at the highest dose activity, negative = inhibition, usual class: inhibitors | TbPYK enzyme, Kinase-Glo Plus ATP luminescence, 45 min | 410,000 compounds, 0.12% hits | pyruvate kinase (Trypanosoma brucei), Q57TT1; note: nearly all actives have a fitted effect of over 50% in size
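Glycolytic pyruvate kinase of T. brucei was incubated with substrate, test compound and 130 uM ADP for 45 minutes at room temperature. Luminescent Kinase-Glo Plus signal was measured after 10 minutes.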
The depositor's hits bear a star; ? = inconclusive; nt = not tested or not shown; & = joins results of further samples; [ ] = dose if it differs, or a comment. Calls come from the whole dose curve; as a rule, active = well fitted curve in the direction sought with a large enough effect; inconclusive = small, poorly fitted or top-dose-only effect, or another doubt; inactive = no such curve, though single readings can be large; an effect the other way counts as inactive or inconclusive. % is set by controls: 0 for no effect and ±100 for the full control effect; potency is the fitted concentration of half-maximal effect.

| Structure | HCV inhibitor | LmPK inh | Pf growth 96h | Pf growth 48h | Sm TGR inh | TbPYK inhibitor |
| --- | --- | --- | --- | --- | --- | --- |
| COC(=O)c1ccc(-n2c(C)cc(/C=N/n3cnnc3)c2C)cc1 | 0% | -2% | 114%[activator] | 4% | 0% | -1% |
| CCOC(=O)c1sc(C)c2c1NC(C)(c1cccc3ccccc13)NC2=O (configuration not stated) | ? | 4% | ? | nt | 0% | -2% |
| Cc1ccc(C)c(SCC(=O)OCC(=O)Nc2ccc(S(=O)(=O)N3CCOCC3)cc2)c1 | 7% | 6% | -18% | 13% | 0% | -4% |
| COc1cc(/C=C/C(=O)OCc2cn3cc(Cl)ccc3n2)ccc1O | ? | -1% | ? | 10µM* | -28% | -1% |
| Cc1cc(C)c(S(=O)(=O)NCc2ccncc2)c(C)c1 | ? | 1% | -40% | nt | -8% | -20% |
| COc1ccc(/C=N/c2oc(-c3ccccc3)cc2C#N)cc1OC | ? | -2% | 22% | -12% | ? | -14% |
| OC(COc1ccc2ccccc2c1Br)Cn1cnc(-c2ccccc2)c1 (configuration not stated) | ? | 4% | nt | -30% | 0% | -5% |
| COCCNC(=O)C(c1ccc(O)cc1)N(C(=O)CCC(=O)Nc1nccs1)c1cccc(C)c1 (configuration not stated) | -2% | 9% | ? | 0% | -3% | 2% |
| CN(C)CCCCOc1ccc(F)cc1 | -9% | 2% | 12µM* | -19% | -2% | -26% |
| COc1ccc([C@H]2CC(=O)C=C(c3cccc(OC)c3)C2)cc1 | 14% | nt | 24% | 2% | 0% | -10% |
| CSc1ccc(C(=O)C2CCCN(C(=O)CCc3cnn(C)c3)C2)cc1 (configuration not stated) | nt | 4% | 3% | 36%[activator] | -1% | 8% |
| COc1ccc(C2CC(=O)c3c(ccc4ccccc34)N2)cc1OC (configuration not stated) | -14% | 5% | ? | ? | 2% | 6% |
| Cc1nccc(-c2cccc(N/N=C(\C#N)C(=O)c3ccccc3)c2)n1 | -5% | -1% | 5.2µM* | 13µM* | 3% | 1% |
| O=C(c1ccco1)N1CCN(c2ncnc3scc(-c4ccc(F)cc4)c23)CC1 | ? | 7% | ? | ? | -22% | 1% |
| O=C(Cn1cnnn1)NC1CCCN(Cc2ccccc2F)C1 (configuration not stated) | 0% | 0% | 5.2µM* | 15% | 5% | -1% |
| O=C(CN1C(=O)COc2ccccc21)c1cccc(Cl)c1 | nt | -5% | ? | 10% | 2% | 2% |
| C[n+]1ccc(C(=O)NCCC[N+](C)(C)C)cc1/C=N/O | -11% | -6% | 1% | 9% | 5%[57.1 µM] | 2% |
| COc1ccc(CCNC(=O)CCS(=O)(=O)c2ccc3c(c2)oc(=O)n3C)cc1OC | 2% | -6% | 4.1µM* | ? | -2%&-4% | -3%&1% |
| CCOc1cc(/C=N/NC(=O)Cn2nc([N+](=O)[O-])cc2C)ccc1OCc1ccc(F)cc1 | ? | -1% | -6% | ? | -15% | -5% |
| CCOc1cc(C(=O)NC(=S)Nn2cnnc2)cc(OCC)c1OCC | 16% | 0% | 34% | 5% | -2% | 2% |

As a short view, 2 of the compounds above.
| Structure | HCV inhibitor | LmPK inh | Pf growth 96h | Pf growth 48h | Sm TGR inh | TbPYK inhibitor |
| --- | --- | --- | --- | --- | --- | --- |
| CCOc1cc(/C=N/NC(=O)Cn2nc([N+](=O)[O-])cc2C)ccc1OCc1ccc(F)cc1 | ? | -1% | -6% | ? | -15% | -5% |
| CCOc1cc(C(=O)NC(=S)Nn2cnnc2)cc(OCC)c1OCC | 16% | 0% | 34% | 5% | -2% | 2% |

Additional compounds.
| Structure | HCV inhibitor | LmPK inh | Pf growth 96h | Pf growth 48h | Sm TGR inh | TbPYK inhibitor |
| --- | --- | --- | --- | --- | --- | --- |
| CCOC(=O)NC(Nc1ncccn1)(C(F)(F)F)C(F)(F)F | 8% | -2% | -7% | -1% | -19% | 2% |
| CCCCC(CC)CCC(CC(C)C)OS(=O)(=O)O (configuration not stated) | nt | nt | 14% | -6% | nt | 0%&3% |
| Cc1nnc(NC(=O)CN2CCN(Cc3ccccc3)CC2)s1 | 5% | 0% | -36% | 3% | -25% | 6% |
| Cc1ccc2cc(C3C(C#N)=C(N)Oc4c3ccc3cccnc43)c(=O)[nH]c2c1 (configuration not stated) | 11µM* | 2% | 2.6µM* | ? | 11µM* | 50%[activator] |
| O=c1[nH]c(C2CCN(S(=O)(=O)c3ccccc3)CC2)nc2c1nnn2Cc1cccc(Cl)c1 | 22% | -2% | 5% | ? | -11% | 5% |
| CCCn1c(SCC(=O)NCCc2ccccc2)nnc1-c1ccco1 | ? | 3% | ? | -19% | -6% | -11% |
| O=C(CSc1ncnc2nc[nH]c12)N1CCOCC1 | 14% | 1% | 24% | 4% | -7% | 4% |
| Cc1cc(C)c(S(=O)(=O)c2ccc(F)cc2C)c(=O)[nH]1 | 5% | 0% | -3% | -15% | 12% | 3% |
| Cc1ccc2nc(NC3=NCN(CCc4ccccc4)CN3)nc(C)c2c1 | nt | 3% | ? | 0% | -1% | nt |
| O=C(O)C1C2c3ccccc3C(c3ccccc32)C1C(=O)Nc1ccccc1 (configuration not stated) | 18% | 3% | ? | 32%[activator] | 5% | 2% |
| COc1ccc([C@@H]2C[C@@H](c3ccccc3)Oc3cc(C)cc(C)c32)cc1 | 8% | 1% | ? | ? | 3% | -3% |
| CCCCn1c(N)c(N(CCOC)C(=O)COc2ccc(Cl)cc2)c(=O)[nH]c1=O | 17% | 2% | 3% | -27% | -9% | -1% |
| CCOC(=O)CNC(=O)c1ccc(SCC)cc1 | -20% | -29% | 32%[activator] | 39%[activator] | 0% | -18% |
| CCN1CCN(c2ccc(N)cc2C)CC1 | -12% | -2% | ? | ? | 3% | 3% |
| CCn1c(=S)sc2c(=O)[nH]c(SCC(=O)Nc3cc(OC)ccc3OC)nc21 | ? | 1% | -29% | -5% | -21% | -4% |
| O=C(NCc1cccs1)c1ccccc1[N+](=O)[O-] | 31%[activator] | 2% | -8% | 8% | -8% | 10% |
| CN1/C(=C\C(=O)Nc2ccc(F)cc2)C(C)(C)c2ccccc21 | -9% | 7% | ? | 5.2µM* | -12% | 4% |
| O=C(CNC(=O)c1ccccc1)NC1(C(=O)NC2CCCC2)CCCCC1 | 1% | -2% | 0% | ? | 4% | nt |
| Cc1cccc(-c2nc(=S)c3c(n2Cc2ccco2)CCCC3)c1 | -6% | -4% | nt | -22% | 20µM* | -18% |
| CC1(C)CC2C1CCC1(O)CC2(C)CCC1N(O)c1ccc(C(=O)NCCO)cn1 (configuration not stated) | ? | nt | ? | ? | -22% | 2% |
| Cc1ccc(-c2cc(C(=O)Nc3nccs3)c3ccccc3n2)o1 | ? | -18% | 9.3µM* | ? | 7.1µM* | -25% |
| O=C(NNC(=S)Nc1ccccc1)c1ccc2ncccc2c1 | 18% | -2% | 340%[activator] | 267%[activator] | -8% | -20% |
| O=C(NC(NC(=S)Nc1c(Cl)cccc1Cl)C(Cl)(Cl)Cl)OCc1ccccc1 (configuration not stated) | ? | 1% | 0% | ? | -24% | -6% |
| CC(C)(C)OC(=O)N1CCC[C@H]1c1nnc(SCC(=O)Nc2cccc(Cl)c2)o1 | 12% | -3% | -4% | 2% | -2% | -9% |
| O=C(NCc1ccco1)C1CCCN(S(=O)(=O)c2cc(Cl)ccc2Cl)C1 (configuration not stated) | ? | 3% | 20% | -9% | 4% | -1% |
| O=C(Nc1ccc(C(=O)N2CCCC2)cc1)Nc1ccc(Cl)cc1Cl | ? | 0% | -5% | 16% | 1% | 4% |
| CCOC(=O)c1ccccc1NC(=O)c1ccc(NS(C)(=O)=O)cc1 | ? | 6% | ? | 14% | 5% | 0% |
| O=C(c1ccccc1)N1CCCC(C(=O)N2CCc3ccccc3C2)C1 (configuration not stated) | -14% | 7% | ? | nt | -10% | 4% |
| CCOC(=O)c1ccc(-c2ccc(/C=N/NC(=O)CN(c3cccc(C)c3)S(C)(=O)=O)o2)cc1 | -2% | 0% | ? | 52%[activator] | 4% | -16% |
| COc1ccccc1C1CCN(Cc2cccc([N+](=O)[O-])c2)CC1 | -23% | 10% | ? | -24% | 2% | 7% |
| CNC(=O)NC(=O)C(OC(=O)Cc1cccc(C(F)(F)F)c1)c1ccccc1 (configuration not stated) | 18% | -2% | 32% | 37% | 0% | 4% |
| COc1ccc2nc(C)cc(SCC(=O)N/N=C/c3c(OC)ccc4ccccc34)c2c1 | 1% | 0% | 0% | 5% | -2% | -1% |
| Cc1cccc(OCC(=O)NCC(=O)n2nc(C)cc2C)c1 | 13% | 3% | 53%[activator] | 5% | -3% | 0% |
| COC(=O)C1CCCCN1C(=O)CCc1nnc(CCc2c[nH]c3ccccc23)o1 (configuration not stated) | 1% | 0% | ? | ? | 0% | -1% |
| CC(C)(C)C(=O)OCc1cn(-c2ccc(Cl)cc2)nn1 | 12% | -2% | 146%[activator] | 121%[activator] | 7% | -5% |
| CC1Sc2ccc(C(=O)Nc3ccc(S(=O)(=O)N(C)C)cc3)cc2NC1=O (configuration not stated) | ? | nt | ? | ? | -1% | 3% |
| COc1ccc2c(c1)OC[C@H]1[C@H]2N2C(=O)CN(Cc3ccc(C)cc3)C(=O)[C@@]2(C)[C@H]1c1ccccc1 | 11µM* | nt | ? | ? | 1% | 10% |
| C=CCN(CC=C)S(=O)(=O)c1ccc(NC(=S)NC(=O)/C=C/c2ccc(C)cc2)cc1 | ? | 3% | ? | ? | 4% | 1% |
| COc1cc(C=O)ccc1OCCCCOc1ccccc1[N+](=O)[O-] | -15% | 5% | 2% | 16% | -11% | 0% |
| CCc1ccc(NC(=O)C2CCN(S(=O)(=O)c3c(C)noc3/C=C/N(C)C)CC2)cc1 | ? | 7% | ? | ? | -16% | 0% |
| COc1ccc(Cn2cnc3sccc3c2=O)cc1 | 12% | -6% | 83%[activator] | ? | 4% | -8% |
| Cc1nn(CC(=O)NCc2cccs2)c(=O)c2nn(-c3ccccc3)c(C)c12 | -17% | 3% | -11% | 3% | -13% | -14% |
| NC(=NCCc1c[nH]c2ccccc12)NS(=O)(=O)c1ccc(F)cc1 | ? | 5% | 2% | 2% | 2% | -8% |
| COc1ccc(-c2cc(=O)oc3cc(OCC(=O)NCC(O)c4ccccc4)ccc23)cc1 (configuration not stated) | 10% | -9% | 34%[activator] | 11% | -33% | 4% |
| COc1cccc(C(=O)Nc2ccc3nc(N4CCN(c5ncccn5)CC4)cc(C)c3c2)c1OC | ? | -3% | ? | ? | -2% | nt |
| CCOC(=O)N1CCN(C(=O)CCSCCc2ccncc2)CC1 | -30% | -3% | 4% | 0% | 6% | -2% |
| Cc1ccc(S(=O)(=O)N2CCOCC2)cc1NC(=O)COC(=O)CCC(=O)c1cccs1 | 8% | -3% | 34%[activator] | 8% | 20% | -8% |
| COc1ccc(N(CC(=O)Nc2c(C)n(C)n(-c3ccccc3)c2=O)S(=O)(=O)c2ccc(F)cc2)cc1 | 3% | -4% | ? | -14% | 4% | 5% |
| COc1ccc(C(=O)Nc2cccc(N(C)S(C)(=O)=O)c2)cc1OC | -2% | -27% | 75%[activator] | 138%[activator] | 2% | -7% |
| O=C(c1ccc([N+](=O)[O-])o1)N1CCc2ccccc2C1 | ? | 3% | 5.2µM* | ? | 0% | 2% |

2 entries from above, with two lines to a compound.
Order of results – HCV inhibitor, LmPK inh, Pf growth 96h, Pf growth 48h, Sm TGR inh, TbPYK inhibitor
COc1ccc(Cn2cnc3sccc3c2=O)cc1
  12%, -6%, 83%[activator], ?, 4%, -8%
Cc1nn(CC(=O)NCc2cccs2)c(=O)c2nn(-c3ccccc3)c(C)c12
  -17%, 3%, -11%, 3%, -13%, -14%
